Screens: PubChem BioAssay, several laboratories
KCNQ1 pot: potentiators or activators of human KCNQ1 potassium channel | P51787 | CHO-K1 KCNQ1, thallium flux FluxOR fluorescence; hits give high values | B-score at 10 µM | 310,000 compounds, 0.35% hits | AID 2648;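 active = fluorescence ratio B-score, a plate-corrected score, at least three library SD, with initial intensity B-score within 5 SD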
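Schedule – 37 °C overnight plating, 90-min dark dye load, 20-min compound pretreatment · System – stable KCNQ1 CHO-K1 line · Probe or stimulus – thallium- and potassium-containing depolarizing buffer · Measured by – kinetic FluxOR fluorescence, 10 s baseline plus 110 s post-stimulus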
KCNQ1 block: blocks the human KCNQ1 potassium channel | CHO-K1 KCNQ1, FluxOR thallium flux fluorescence; hits give high values | B-score at 10 µM | 310,000 compounds, 1.3% hits | AID 2642;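 active = compounds whose thallium flux B-score, printed positive for inhibition, exceeds three library SD while starting fluorescence stays within three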;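 also: channel opened by potassium depolarization with thallium stimulus after 20 min compound exposure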
RGS4 pot: RGS4 potentiation or activation; HEK293 M3R/inducible RGS4, carbachol calcium flux Fluo4; hits give low values; B-score at 10 µM; 310,000 compounds, 0.92% hits; AID 463111;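 active = B-score of the integrated calcium signal more than 4 SD below the library mean, with starting fluorescence not abnormally high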;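 also: negative B-score means reduced calcium response which marks RGS4 activation or potentiation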
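test system = M3R-expressing HEK293 line, RGS4 induced by doxycycline | probe or stimulus = carbachol at ECmax as muscarinic agonist stimulus | timing = dye loading 30 min 37 °C, buffer rest 30 min RT | signal = calcium dye Fluo4 fluorescence | evaluation = B score from integrated fluorescence ratio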
TMEM16A act: activators or potentiators of mouse TMEM16A chloride channel. Q8BHY3. HEK293 TMEM16A/YFP-H148Q/I152L, iodide quench fluorescence; hits give low values. B-score at 10 µM. 340,000 compounds, 0.3% hits. AID 623877;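 active = fluorescence-ratio B-score plate-corrected deviation score at least 3 library SD below zero, with starting fluorescence score within 5 deviations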;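 also: channel opened by trigger with iodide after compound preincubation; score built on the fluorescence ratio of max minus min over baseline; more negative score means more quench and so TMEM16A activation or potentiation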
KCNK9 block: human KCNK9 channel inhibition. Q9NPC2. HEK293 KCNK9, FluxOR thallium flux fluorescence; hits give low values. 310,000 compounds, 1.2% hits. B-score at 10 µM;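 active = ratio B-score over 3 SD below the library mean, with starting fluorescence within 5 SD of its mean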;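 also: negative B-score means less thallium flux so channel inhibition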
RGS4 inh: inhibitors of human RGS4; 310,000 compounds, 0.45% hits; AID 463165; B-score at 10 µM; HEK293 M3R/RGS4 inducible, Fluo-4 calcium flux; hits give high values; triggered by carbachol at its EC20; P49798;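 active = B-score, a plate-corrected calcium signal, over three deviations above library mean, with baseline fluorescence within five deviations of library mean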;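 also: RGS4 expression induced by doxycycline in cells with stable M3 receptor; B-score is computed from the integrated fluorescence ratio over baseline after carbachol; higher B-score means a larger calcium signal and so more RGS4 inhibition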
hERG protect: hERG (human) protection from proarrhythmic block. Q12809. CHO-hERG, FluxOR thallium flux, dofetilide IC70 present. activation (rescue from dofetilide block), less the hit threshold, % at 10 µM. 310,000 compounds, 0.51% hits;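 active = activation above the mean of controls blocked by dofetilide plus 5 SD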;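 also: thallium influx through hERG after potassium depolarization seen as dye fluorescence rise; in these data hits start at about 4.7%; inactives centre near -7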
Target sequence (Q12809 whole entry, looked up): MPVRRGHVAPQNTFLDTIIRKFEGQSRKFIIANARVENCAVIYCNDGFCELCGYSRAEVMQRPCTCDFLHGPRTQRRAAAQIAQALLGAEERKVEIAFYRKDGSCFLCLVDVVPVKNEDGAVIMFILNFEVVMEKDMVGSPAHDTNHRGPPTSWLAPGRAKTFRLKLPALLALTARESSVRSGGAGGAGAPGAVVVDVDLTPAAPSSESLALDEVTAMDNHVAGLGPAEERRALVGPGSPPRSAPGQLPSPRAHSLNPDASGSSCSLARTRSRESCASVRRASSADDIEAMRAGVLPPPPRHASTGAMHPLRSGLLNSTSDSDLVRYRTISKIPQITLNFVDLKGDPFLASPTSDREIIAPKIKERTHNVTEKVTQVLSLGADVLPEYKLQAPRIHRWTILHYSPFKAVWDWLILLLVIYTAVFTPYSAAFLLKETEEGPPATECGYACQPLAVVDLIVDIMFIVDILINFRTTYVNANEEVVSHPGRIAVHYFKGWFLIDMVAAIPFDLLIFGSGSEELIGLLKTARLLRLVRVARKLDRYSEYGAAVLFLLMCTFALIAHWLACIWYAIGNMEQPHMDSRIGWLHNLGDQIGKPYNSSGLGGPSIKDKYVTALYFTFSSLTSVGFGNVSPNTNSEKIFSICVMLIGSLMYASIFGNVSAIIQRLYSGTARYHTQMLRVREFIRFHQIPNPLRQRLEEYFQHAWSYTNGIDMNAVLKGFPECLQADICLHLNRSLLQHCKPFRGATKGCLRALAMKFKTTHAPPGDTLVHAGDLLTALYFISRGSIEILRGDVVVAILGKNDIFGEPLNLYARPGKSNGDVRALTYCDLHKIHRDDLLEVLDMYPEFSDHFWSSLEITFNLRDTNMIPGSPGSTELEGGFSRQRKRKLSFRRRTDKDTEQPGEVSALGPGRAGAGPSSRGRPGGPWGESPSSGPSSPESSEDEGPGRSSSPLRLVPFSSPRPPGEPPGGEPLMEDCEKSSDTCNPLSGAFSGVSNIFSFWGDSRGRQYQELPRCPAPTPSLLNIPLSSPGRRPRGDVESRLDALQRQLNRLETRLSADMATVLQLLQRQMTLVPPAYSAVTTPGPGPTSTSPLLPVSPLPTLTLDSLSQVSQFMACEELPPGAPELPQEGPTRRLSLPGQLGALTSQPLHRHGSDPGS
TMEM16A inh: blocks the mouse calcium-activated chloride channel TMEM16A; Q8BHY3; HEK293 TMEM16A/YFP iodide influx fluorescence, ionomycin; normalized B-score (activity score, 25-100; higher = stronger inhibition) at 10 µM; 310,000 compounds, 1.2% hits;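 active = ratio plate-corrected score three or more library SD toward inhibition, starting fluorescence score within five deviations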;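 also: score derived from kinetic fluorescence span divided by baseline fluorescence per well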
KCNK3 inh: human KCNK3 channel inhibition, primary screen | O14649 | CHO-KCNK3 thallium flux, FluxOR fluorescence; hits give low values | B-score at 10 µM | 340,000 compounds, 0.84% hits;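 active = B-score under library mean minus 4 SD, starting fluorescence ratio at most library mean plus 5 SD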;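 also: more negative B-score means stronger inhibition of thallium flux through KCNK3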
HDAC3 inh: inhibitors of human histone deacetylase 3; O15379; recombinant HDAC3, fluorogenic peptide/trypsin coupled, fluorescence; inhibition, % at 8.3 µM; 320,000 compounds, 0.15% hits; AID 2718; in the data active = inhibition above about 26%, passing the limit was not always enough; inconclusive = no clear call, values can overlap the other calls
SKKanGAS inh: blocks kanamycin growth of S. pyogenes SKKanGAS strain. BacTiter-Glo, 6 h. inhibition, % at 7.5 µM. AID 1662. 300,000 compounds, 1.3% hits;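 active = mean replicate score, as percent of positive control median, at least 50; inconclusive = mean below 50 but one replicate at or above 50; inactive = mean and every replicate below 50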;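 also: strain carries kanamycin resistance gene driven by streptokinase promoter and grows in 40 µg/ml kanamycin; loss of luminescence reflects streptokinase promoter inhibition or plain growth inhibition; 0% = median of DMSO wells and 100% = positive control at its reference dose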
* hit, by the source's call; i = inactive; ? = inconclusive; nt = not tested or not shown.

Sequence of screens – KCNQ1 pot	KCNQ1 block	RGS4 pot	TMEM16A act	KCNK9 block	RGS4 inh	hERG protect	TMEM16A inh	KCNK3 inh	HDAC3 inh	SKKanGAS inh
- CCOC(=O)C(C(=O)NCC1CCCO1)C1CCCCC1 (stereo not given)
 : i	i	i	i	i	i	-7.8	i	i	2.0	-1.8
- CC(=O)c1cccc(OCc2cc(C(=O)NC(C)Cc3cccnc3)no2)c1 (stereo not given)
 : i	i	i	i	i	i	-11.3	i	i	1.2	30.4
- O=C(NCCCN1CCCC1=O)c1cn(-c2ccccc2)nc1-c1ccccc1
 : i	i	i	i	i	i	-10.9	i	i	10.1	20.5
- Cc1cccc(CC2S/C(=N/c3cccc(C)n3)NC2=O)c1 (stereo not given)
 : i	i	i	i	i	i	-3.4	i	i	-3.7	-2.8
- O=C(NCc1ccc(F)cc1)C1CCCN(S(=O)(=O)c2cccc3nonc23)C1 (stereo not given)
 : i	i	i	i	i	i	-11.8	i	i	8.0	2.1
- COc1ccccc1NC(=O)c1ccc(COc2ccccc2OC)o1
 : i	i	i	i	i	i	2.5	i	i	-1.6	-2.0
- CCCCCCOC(=O)NCC(O)c1ccccc1 (stereo not given)
 : i	i	i	i	i	i	-8.0	i	i	8.8	0.0
- CCC(C)N=CC1=C(O)C(C(=O)OC)C(C)(C)CC1=O (stereo not given)
 : i	i	i	i	i	i	-4.6	i	i	2.7	-2.6
- CC(C)C(OC(=O)c1ccco1)C(=O)NCc1ccco1 (stereo not given)
 : i	i	i	i	i	i	-13.9	i	i	-1.6	-7.8
- Cc1cc(C)cc(NC(=S)NC(=O)C2CC2)c1
 : i	i	i	i	i	i	-10.0	i	i	2.3	-1.6
- CCOc1ccc(S(=O)(=O)Nc2ccc(Cl)cn2)c(C)c1C
 : i	i	i	i	i	i	-12.2	i	i	-0.4	4.8
- Cn1c(=O)c2c(ncn2CC(=O)NCc2cccnc2)n(C)c1=O
 : i	i	i	i	i	i	-12.1	i	i	-4.2	3.5
- COc1ccc(CCNS(=O)(=O)c2ccccc2)cc1OC
 : i	i	i	i	i	i	-3.0	i	i	?	2.5
- O=C(/C=C/c1ccco1)Nc1ccc(N2CCCC2)cc1
 : i	i	i	i	i	i	-9.1	i	i	13.8	1.0
- CCN1CCN(Cc2ccc(NC(=O)Nc3ccccc3)cc2)CC1
 : i	i	i	i	i	i	-3.4	i	i	0.4	1.0
- CCOC(=O)C1=C(C)N(c2ccc(Cl)cc2)C(=O)NC1c1cccc([N+](=O)[O-])c1 (stereo not given)
 : i	i	i	i	i	i	-2.5	i	i	5.9	34.7
- N#CC(=C=[N-])c1nc2ccccc2nc1-[n+]1cccc(NC(=O)c2ccc(F)cc2)c1
 : i	i	i	nt	i	i	-5.1	i	nt	-8.4	-8.1
- COCCNC(=O)c1cccc(OC2CCN(Cc3ccccc3OC(F)F)CC2)c1
 : i	i	i	i	i	i	-4.8	i	i	-1.5	1.3
- CC(=O)c1cccc(NC(=O)N2CCCC2C(=O)NCCc2ccccc2)c1 (stereo not given)
 : i	i	i	i	i	i	-7.7	i	i	3.9	-1.2
- Cc1onc(-c2ccccc2)c1C(=O)NCc1ccccn1
 : i	i	i	i	i	i	-8.8	i	i	-11.0	-1.9
- CC(NC(=O)Cn1nc(C(F)(F)F)c2c1CCC2)c1ccccc1 (stereo not given)
 : i	i	i	i	i	i	-4.3	i	i	6.7	3.3
- CCC(=O)N1CCN(c2cc(NCC3CCCO3)c(F)cc2[N+](=O)[O-])CC1 (stereo not given)
 : i	i	i	i	i	i	-4.4	i	i	4.9	-7.3
- O=C(c1cc(-c2ccccc2O)on1)N1CCCC1
 : i	i	i	i	i	i	-11.9	i	i	-3.3	-6.0
- CNC(=O)c1cccc(N2CCCC2=O)c1
 : i	i	i	i	i	i	-10.0	i	i	0.4	-0.3
- CC/C(=N/NC(=O)c1ccc2c(c1)OCO2)c1ccccc1O
 : i	i	i	i	i	i	-12.5	i	i	5.4	7.0
- Cn1c(=O)c2c(ncn2CC(=O)OCc2ccccc2)n(C)c1=O
 : i	i	i	i	i	i	5.3*	i	i	0.3	2.1
- Fc1cc(F)c(F)c(SCCc2ccncc2)c1F
 : i	i	i	i	i	i	-10.9	i	i	-6.9	2.5
- CCN(Cc1ccccc1)S(=O)(=O)CCNC(=O)c1ccc(OC)cc1
 : i	i	i	i	i	i	-5.6	i	i	-1.1	-2.0
- Cc1[nH]c2ccccc2c1C(O)CN1CCN(c2cccc(C(F)(F)F)c2)CC1 (stereo not given)
 : i	i	i	i	i	i	-17.2	i	i	16.8	-3.0
- O=C(CSc1nc2ccccc2c(=O)[nH]1)Nc1ccccc1N1CCOCC1
 : i	i	i	i	i	i	-17.9	i	i	-8.2	-3.8
- CSCCC(NC(=O)c1ccccc1Cl)C(=O)NNC(=O)c1ccccc1O (stereo not given)
 : i	i	i	i	i	i	-18.1	i	i	3.3	-14.0
- CCn1nnc(-c2ccccc2NC(=O)c2cc(OC)cc(OC)c2)n1
 : i	i	i	i	i	i	-2.2	i	i	2.9	-1.9
- Cc1ccccc1C(=O)Oc1ccc(-c2csnn2)cc1
 : i	i	i	i	i	i	-14.6	i	i	4.7	3.3
- Cc1ccc(Cl)cc1N1CCN(CC(O)COC(C)C)CC1 (stereo not given)
 : i	i	i	i	i	i	-11.6	i	i	2.0	-5.6
- COC(=O)CSc1nc(C2CC2)cc(C(F)(F)F)c1C#N
 : i	i	i	i	i	i	-12.0	i	i	7.3	14.2
- CC1(C(=O)O)CCC(C(=O)Nc2ccc(S(N)(=O)=O)cc2)C1(C)C (stereo not given)
 : i	i	i	i	i	i	-8.3	i	i	-4.3	7.7
- COc1ccc(CC2(CO)CCN(Cc3ccc(NC(C)=O)cc3)CC2)cc1
 : i	i	i	i	i	i	-7.7	i	i	-8.0	6.4
- COc1ccc(-c2nc(N)n[nH]2)cc1OC
 : i	i	i	i	i	i	-4.2	i	i	-5.1	-0.7
- Cc1cc(N/N=C/c2cccc(Br)c2)nc2ccccc12
 : i	i	i	i	i	i	-5.6	i	i	6.6	90.8*
- COC(=O)c1nc(NC(=O)c2ccc(Br)cc2)n[nH]1
 : i	i	i	i	i	i	-10.9	i	i	-0.6	-7.3
- Cc1ccc(S(=O)(=O)N2CCOCC2)cc1C(=O)NCc1cccs1
 : i	i	i	i	i	i	-6.9	i	i	-6.3	0.7
- COc1ccccc1N1CCN(C(=O)c2ccc(C(C)(C)C)cc2)CC1
 : i	i	i	i	i	i	-13.8	i	i	5.8	3.4
- Cc1ccc(C(=O)N2CCN(Cc3ccccc3)CC2)o1
 : i	i	i	i	i	i	-0.7	i	i	-9.9	0.6
- CCCNC(=S)NNC(=O)c1cc(-c2cccnc2)nc2ccccc12
 : i	i	i	i	i	i	-9.1	i	i	-1.8	3.3
- CCCC(C)NC(=O)COc1ccc(S(=O)(=O)c2ccc(OCC(=O)NC(C)CCC)cc2)cc1 (stereo not given)
 : i	i	i	i	i	i	-0.9	i	i	12.9	-1.6
- COc1ccc(C2/C=C\CN(S(=O)(=O)/C=C/c3ccccc3)[C@H](Cc3ccccc3)C(=O)N2Cc2ccc(F)cc2)cc1 (stereo not given in full)
 : i	i	i	nt	i	i	-6.7	i	nt	7.0	10.4
- CC(C)CC(=O)N(c1nnc(-c2cccnc2)s1)C1CCCC1
 : i	i	i	i	i	i	-10.0	i	i	0.5	-9.1
- CCN(CC)CCOC(=O)c1ccc([N+](=O)[O-])cc1
 : i	i	i	i	i	i	-7.4	i	i	0.4	-7.7
- O=C(N1CCCCC1)C12CC3CC(C1)CC(C(=O)N1CCCCC1)(C3)C2
 : i	i	i	i	i	i	-2.1	i	i	0.2	0.2
- CCCCC(=O)NC(Nc1nc(C2CC2)cs1)(C(=O)OCC)C(F)(F)F (stereo not given)
 : i	i	i	i	i	i	-8.6	i	i	10.7	-2.0
- O=C(NCC1CCCO1)c1ccc2c(=O)n(Cc3ccco3)c(SCC(=O)N3CCCC3)nc2c1 (stereo not given)
 : i	i	i	i	i	i	-0.2	i	i	0.9	-9.8
- CC(C)(C)N1CC(C(=O)O)CC1=O (stereo not given)
 : i	i	i	i	i	i	-5.7	i	i	-3.0	nt
- COc1ccccc1N1CCN(C(c2cccs2)C(C)NC(=O)c2cccnc2)CC1 (stereo not given)
 : i	i	i	i	i	i	-14.1	i	i	nt	3.5
- C/C(=N\NC(=O)C(N)=O)c1cccc(C(F)(F)F)c1
 : i	i	i	i	i	i	-6.0	i	i	1.2	2.7
- Fc1ccc2nc(C3CCCCN3Cc3nc(CC4CC4)no3)[nH]c2c1 (stereo not given)
 : i	i	i	i	i	i	-23.3	i	i	4.8	1.4
- CCCOc1cc2c(C#N)c(N3CCCC3)nc(N)c2c(N)n1
 : i	i	i	i	i	i	-3.4	i	i	-5.5	14.0
- c1ccc(C(c2ccccc2)c2noc(CN3CCN(CC4CC4)CC3)n2)cc1
 : i	i	-8.04*	i	i	i	-12.8	i	i	-1.4	8.1
- c1ccc(CCNc2cnccn2)cc1
 : i	i	i	-4.68*	i	i	-1.4	i	i	-26.0	-6.1
- O=C(CNC(=O)c1ccc(Cl)cc1)OCCCOC(=O)CNC(=O)c1ccc(Cl)cc1
 : i	i	i	i	i	i	-9.5	i	i	-1.3	3.3
- CCOc1ccc(OCc2ccc(C(=O)NCC3CCCO3)o2)cc1 (stereo not given)
 : i	i	i	i	i	i	2.1	i	i	-0.9	-6.0

Carrying on:
Sequence of screens – KCNQ1 pot	KCNQ1 block	RGS4 pot	TMEM16A act	KCNK9 block	RGS4 inh	hERG protect	TMEM16A inh	KCNK3 inh	HDAC3 inh	SKKanGAS inh
- COc1cc2c(cc1OC)CN(C(=O)CCOc1ccccc1)CC2
 : i	i	i	i	i	i	-7.7	i	i	4.3	-3.4
- CC(=O)Nc1ccc(S(=O)(=O)NCCc2c[nH]c3ccc(C)cc23)cc1
 : i	i	i	i	i	i	-1.1	i	i	0.9	-7.0
- CCN(CC)C(=O)CSc1nnc(-c2cc3ccccc3cc2O)n1CC
 : i	i	i	i	i	i	-10.3	i	i	-3.7	-0.7
- Cc1ccc(S(=O)(=O)NC2CC(=O)N(c3ccc4c(c3)OCCO4)C2)cc1 (stereo not given)
 : i	i	i	i	i	i	-12.4	i	i	-6.6	37.6
- O=C(CN1CCCCC1)N/N=C/c1cc2ccccc2nc1Cl
 : i	i	i	i	i	i	-10.3	i	i	-21.7	-3.7
